TLR9-MyD88 block = blocks human TLR9 binding to MyD88 | Q9NR96+Q99836 | inhibition, % at 4.98 µM | CHO BLA complementation TLR9-MyD88, CCF4 FRET ratio | AID 504734 | hit rate 0.21% among 340,000;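 active means inhibition above the mean over all tested compounds plus 3 SD, cut at about 21% in these data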;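 further: 0% = DMSO only wells and 100% = clavulanate BLA inhibitor control wells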
ABHD5-PLIN5 inh = inhibitors of human ABHD5-perilipin-5 interaction; AID 602281; inhibition, % at 4 µM; hit rate 0.78% among 360,000; Split G. princeps luciferase complementation, luminescence, 4 h;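 active means inhibition above the mean inhibition across every tested compound plus 3 SD, cut at about 22% in these data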;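 further: 0% = DMSO only wells and the 100% control is not disclosed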
NCOA2 inhibitor = human SRC2 (NCOA2) inhibition. Q15596. HEK293 GAL4-SRC2 luciferase reporter, luminescence. inhibition, % at 9 µM. hit rate 0.17% among 370,000;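 active means inhibition above the mean inhibition of all tested compounds plus 3 SD, set per campaign, cut at about 52% in these data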;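 further: 0% = DMSO treated cells and 100% = cells given Gossypol at 36 µM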
TROY signal inh = TROY signaling inhibition; inhibition, % at 10 µM; hit rate 0.98% among 360,000; Q293 LMP1-TROYcd NF-kB luciferase reporter, 4 h;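 active means compounds whose plate-normalised and pattern-corrected inhibition of the luciferase reporter signal at the single screening dose is 50% or more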
NOD2-RIPK2 inh = inhibitors of human NOD2-RIPK2 interaction; O43353; inhibition, % at 4.98 µM; hit rate 0.38% among 360,000; AID 624267; CHO BLA complementation NOD2-RIPK2, CCF4 ratio; in the data active means inhibition above about 21%;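 further: 0% = vehicle only and 100% = reference blocker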
NR2F2 inh = blocks human COUP-TFII nuclear receptor. P24468. HEK293T NGFI-A luciferase reporter, luminescence. inhibition, % at 8.6 µM. hit rate 0.7% among 370,000. AID 686940;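 active means inhibition above a per-plate cutoff, mean inhibition of test wells between control levels plus 3 SD, cut at about 38% in these data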;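 further: cells cotransfected with COUP-TFII expression vector driving the NGFI-A reporter; 0% = median of COUP-TF2 test wells and 100% = reporter-only cells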
Exocytosis inh = lytic granule exocytosis inhibition; TALL-104 LAMP-1 surface exposure, flow cytometry; cells stimulated with thapsigargin and PMA; inhibition, % at 10 µM; hit rate 0.66% among 360,000;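 active means inhibition above about 55%, limit read from the data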
TWEAK Fn14 block = inhibitors of TWEAK-Fn14 interaction signaling; TWEAK-stimulated Fn14 reporter cells, luciferase luminescence, 8 h; inhibition, % at 10 µM; hit rate 2% among 360,000; in the data active means inhibition above about 50%
LRH-1 inv ag = inverse agonists of human LRH-1 (NR5A2); O00482; HEK293T StAR-luciferase reporter, LRH-1 transfected, 24 h; inhibition, % at 3.6 µM; hit rate 0.13% among 360,000;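 active means inhibition above the mean inhibition of all tested compounds plus 3 SD, cut at about 73% in these data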;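 further: 0% = DMSO wells and 100% = reporter-only cells lacking LRH-1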
NCOA1 inh = inhibitors of human steroid receptor coactivator 1 (SRC1). Q15788. HEK293 GAL4-SRC1 luciferase reporter, luminescence. inhibition, % at 3.6 µM. hit rate 0.12% among 360,000;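 active means inhibition above the campaign mean plus 3 SD, with each screening campaign given its own cutoff, cut at about 60% in these data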;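 further: 0% = DMSO treated cells and 100% = gossypol at 36 µM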
Target sequence (Q15788 whole entry, looked up, the tested form may be a part): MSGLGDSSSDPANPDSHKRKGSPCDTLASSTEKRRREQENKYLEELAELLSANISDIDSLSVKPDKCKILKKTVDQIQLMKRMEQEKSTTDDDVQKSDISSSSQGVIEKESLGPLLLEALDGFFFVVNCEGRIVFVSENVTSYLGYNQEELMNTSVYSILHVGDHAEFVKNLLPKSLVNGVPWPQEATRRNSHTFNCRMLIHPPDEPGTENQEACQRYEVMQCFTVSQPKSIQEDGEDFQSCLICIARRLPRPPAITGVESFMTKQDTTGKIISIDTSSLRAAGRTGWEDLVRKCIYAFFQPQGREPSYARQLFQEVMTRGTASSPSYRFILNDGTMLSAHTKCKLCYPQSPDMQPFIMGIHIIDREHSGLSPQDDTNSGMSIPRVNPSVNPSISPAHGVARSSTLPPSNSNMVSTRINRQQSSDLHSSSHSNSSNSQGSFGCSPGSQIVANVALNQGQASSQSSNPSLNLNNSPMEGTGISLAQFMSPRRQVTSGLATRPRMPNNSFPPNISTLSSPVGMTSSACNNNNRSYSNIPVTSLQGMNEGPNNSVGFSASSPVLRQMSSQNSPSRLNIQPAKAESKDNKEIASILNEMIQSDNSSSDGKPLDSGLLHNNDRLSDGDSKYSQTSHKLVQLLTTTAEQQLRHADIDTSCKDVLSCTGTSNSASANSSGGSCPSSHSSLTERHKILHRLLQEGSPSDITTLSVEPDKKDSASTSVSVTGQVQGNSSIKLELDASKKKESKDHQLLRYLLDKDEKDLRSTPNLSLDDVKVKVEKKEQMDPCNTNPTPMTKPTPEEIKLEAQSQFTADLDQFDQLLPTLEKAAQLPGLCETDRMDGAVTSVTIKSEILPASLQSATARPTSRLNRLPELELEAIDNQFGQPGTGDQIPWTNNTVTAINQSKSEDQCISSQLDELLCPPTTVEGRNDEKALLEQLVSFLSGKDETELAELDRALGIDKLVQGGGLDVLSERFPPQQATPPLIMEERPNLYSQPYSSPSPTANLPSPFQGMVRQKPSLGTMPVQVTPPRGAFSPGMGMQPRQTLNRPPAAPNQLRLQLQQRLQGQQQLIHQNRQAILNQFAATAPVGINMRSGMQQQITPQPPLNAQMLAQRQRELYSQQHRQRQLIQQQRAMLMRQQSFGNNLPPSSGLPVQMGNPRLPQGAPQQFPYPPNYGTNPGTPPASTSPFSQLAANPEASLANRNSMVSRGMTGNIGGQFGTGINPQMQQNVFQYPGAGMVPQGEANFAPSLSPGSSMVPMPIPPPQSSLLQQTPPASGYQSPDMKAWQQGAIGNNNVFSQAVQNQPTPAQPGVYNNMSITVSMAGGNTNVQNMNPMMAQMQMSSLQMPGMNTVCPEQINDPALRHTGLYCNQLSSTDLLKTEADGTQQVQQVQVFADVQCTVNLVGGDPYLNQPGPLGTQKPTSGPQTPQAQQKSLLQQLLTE
NCOA3 inh = inhibitors of human steroid receptor coactivator 3 (SRC3); inhibition, % at 3.6 µM; hit rate 0.17% among 360,000; AID 588352; HEK293 GAL4-SRC3 luciferase reporter, luminescence; Q9Y6Q9;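 active means inhibition above a per-campaign cutoff, the mean of all compounds plus 3 SD, cut at about 60% in these data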;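 further: 0% = DMSO-treated cells and 100% = gossypol-treated cells at 36 µM; higher means less SRC3-driven luciferase light from the GAL4 reporter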
The depositor's hits bear a star; / = not tested or not shown. This is a subset; the hit share may differ from the screen's.

Values run as follows: TLR9-MyD88 block, ABHD5-PLIN5 inh, NCOA2 inhibitor, TROY signal inh, NOD2-RIPK2 inh, NR2F2 inh, Exocytosis inh, TWEAK Fn14 block, LRH-1 inv ag, NCOA1 inh, NCOA3 inh
O=C(CN1CCCC1)NC(=O)NC1CCCC1
  -2, 1, -9, -1, -10, 9, 20, -5, -1, -14, 8
O=C(O)COc1ccc(/C=C/C(=O)c2ccc(C3CCCCC3)cc2)cc1
  -4, 8, -7, -74, -4, -7, 8, 8, 1, -33, -4
Cc1ccccc1-n1nnnc1SCC(=O)NNC(=O)c1ccc(NC(=O)CC#N)cc1
  -9, 1, 22, -20, 9, -6, -3, 16, -3, -8, -22
Cc1c(NC(=O)c2cc(-c3cccs3)on2)c(=O)n(-c2ccccc2)n1C
  -3, -6, /, 10, 2, /, -2, 6, 7, 5, -16
Cc1cccc2cc(-c3ccccc3)c(-c3ccccc3)c[n+]12
  -2, -2, 20, 33, 5, 64*, -2, 39, 53, 42, 41
COc1ccc(S(=O)(=O)N2CCC[C@H]2C(=O)N2CCC[C@H]2C(=O)NCc2ccccn2)cc1C
  /, 10, 2, 5, -10, 2, -8, -1, 5, /, /
Cc1cc(C)cc(NC(=O)c2cc(C)n(Cc3cccs3)c2C)c1
  9, -3, 4, -28, 6, -23, -1, -19, -18, -87, -41
O=S(=O)(Nc1cccc(S(=O)(=O)N2CCCC2)c1)c1ccc(Cl)cc1
  -8, -9, -34, 10, -3, 9, 0, -3, -10, 2, 5
CCCn1cnc2cc(NC(=O)c3ccco3)ccc21
  0, -1, -101, -16, 1, -34, -2, 20, -81, -104, -82
COc1ccc(CNCC(=O)Nc2cccc(S(N)(=O)=O)c2)cc1
  -7, 2, -6, 0, 1, -3, -2, 13, -9, -16, 9
CCc1ccc(CNC(=O)c2ccc(OC3CCN(C(=O)COC)CC3)cc2)nc1
  8, -2, 26, -12, -6, -13, 0, -3, 29, -13, 15
COC(=O)C1=C(C(=O)OC)SC(=C2C(=S)C(C)(C)N(C(=O)C3CC3)c3ccccc32)S1
  0, -3, -6, -14, 3, 3, 9, -3, -1, -8, 17
COc1ccc(OC)c(N(CC(=O)NC2CC3CCC2C3)S(=O)(=O)c2ccccc2)c1 (stereo not given)
  -13, -4, -12, -22, 10, 6, -16, -1, 4, -2, 5
COC(=O)c1ccc2nc(C)c(C)nc2c1
  -15, 1, -1, -10, 0, 6, 1, -3, -27, -3, 5
O=C(c1ccccc1)c1ccc(OCC(O)CNCc2ccc(Cl)cc2)cc1 (stereo not given)
  1, 3, -6, -19, 7, -15, 33, -11, 9, 13, 13
COC(=O)c1ccc(Cl)c(NC(=O)CSc2ncn[nH]2)c1
  4, -1, -2, 14, 15, -1, -1, -12, 14, 8, 1
N#Cc1c(N)nc(SC2CCCCC2=O)c(C#N)c1-c1ccco1 (stereo not given)
  9, 4, 12, -7, -19, -8, 0, 29, 2, -34, -11
CCN(CC(=O)NCCC1=CCCCC1)S(=O)(=O)c1ccccc1
  -2, -1, 4, -14, 5, -9, 2, 6, -7, -59, -6
COc1ccc(Nc2nnc(SCC3CCCCO3)s2)cc1 (stereo not given)
  -10, 3, -16, -3, -14, -17, 1, -5, -18, -24, -16
COc1ccc(S(=O)(=O)N2CCOC2CNC(=O)C(=O)NCCCc2ccccc2)cc1 (stereo not given)
  -5, 2, -6, -6, 1, 12, 3, 5, 7, -11, 1

Ordered by length of the SMILES (highest first): 4 of the compounds above.
Values run as follows: TLR9-MyD88 block, ABHD5-PLIN5 inh, NCOA2 inhibitor, TROY signal inh, NOD2-RIPK2 inh, NR2F2 inh, Exocytosis inh, TWEAK Fn14 block, LRH-1 inv ag, NCOA1 inh, NCOA3 inh
COC(=O)C1=C(C(=O)OC)SC(=C2C(=S)C(C)(C)N(C(=O)C3CC3)c3ccccc32)S1
  0, -3, -6, -14, 3, 3, 9, -3, -1, -8, 17
Cc1cc(C)cc(NC(=O)c2cc(C)n(Cc3cccs3)c2C)c1
  9, -3, 4, -28, 6, -23, -1, -19, -18, -87, -41
CCCn1cnc2cc(NC(=O)c3ccco3)ccc21
  0, -1, -101, -16, 1, -34, -2, 20, -81, -104, -82
COC(=O)c1ccc2nc(C)c(C)nc2c1
  -15, 1, -1, -10, 0, 6, 1, -3, -27, -3, 5

Following part
Values run as follows: TLR9-MyD88 block, ABHD5-PLIN5 inh, NCOA2 inhibitor, TROY signal inh, NOD2-RIPK2 inh, NR2F2 inh, Exocytosis inh, TWEAK Fn14 block, LRH-1 inv ag, NCOA1 inh, NCOA3 inh
CCC(C)[C@H](N)c1nnc(SCC(=O)Nc2ccc(C)cc2C)o1 (stereo not given in full)
  3, 1, 3, -14, 3, -13, -1, -8, -4, -1, 11
COC1=CC(=O)OC(c2ccc(C#N)cc2)C1 (stereo not given)
  /, 13, -5, /, 7, -4, -2, /, 5, /, /
CC(C)(C)c1ccc(CC(=O)N2CCC2(C)C(=O)NCCC#N)cc1 (stereo not given)
  /, 1, 14, 5, -9, 1, -7, 5, 1, -22, 5
COc1ccc(SCC(O)Cn2c3ccccc3c3ccccc32)c(OC)c1 (stereo not given)
  /, 1, 22, 7, 6, -10, -6, 14, 12, /, /
COc1ccccc1NS(=O)(=O)c1cc(NC(=O)c2sccc2C)ccc1N1CCOCC1
  14, 4, -17, 2, 2, -32, -1, -2, -18, -5, -19
COCCCNC(=O)Cn1nnc(-c2ccc(NC(=O)c3ccc(F)cc3)cc2)n1
  7, -12, 14, -17, -4, -13, 0, -25, -26, -5, -1
COC(=O)c1ccc(CSc2nc3ccccc3c(=O)n2-c2ccccc2)o1
  12, 14, 13, 10, -6, -8, 19, 2, 4, -7, -13
CC(C(=O)c1ccc(-c2ccccc2)cc1)[n+]1cccc(Br)c1 (stereo not given)
  7, 1, 8, 0, -8, -26, 13, 28, 1, 4, 8
COCCn1c(=NC(=O)CSCC(=O)N2CCOCC2)sc2cc(C)ccc21
  -8, -3, 9, 4, 0, -11, 1, -12, 15, -4, 10
COc1ccc(OCCN2CCN(S(=O)(=O)c3ccccc3C#N)CC2)cc1
  -12, -11, 9, -1, -8, 15, -10, -1, 13, -2, 16
CCCCCC[N+](C)(C)CCSSCC[N+](C)(C)CCCCCC
  -4, -24, -36, 1, -6, 10, 3, 1, 9, 5, -12
Cc1ccc(C(=O)NCC2CCCN2S(=O)(=O)c2ccc(C)cc2)cc1 (stereo not given)
  9, 16, -39, -25, -1, 18, 0, 3, -23, -28, -48
O=C(N/N=C/c1ccccc1O)C1SCCCS1
  -9, 5, -24, -40, -9, -10, -2, -18, -2, -11, 10
CCNc1c(N)c(=O)oc2ccccc12
  -3, -3, -18, -29, -3, -8, -2, -1, -12, -48, 6
CCCCN(C(=O)c1cc2ccccc2o1)c1c(N)n(CCCC)c(=O)[nH]c1=O
  -8, -5, -9, -18, 7, -40, 6, 8, -19, -1, -26
COc1cc([C@@H]2c3cc4c(cc3[C@@H](O)[C@H]3COC(=O)[C@H]23)OCO4)cc(OC)c1O[Si](C)(C)C(C)(C)C
  6, 2, 9, 12, 5, 0, 10, 6, 10, -2, -13
O=C(CCNS(=O)(=O)c1ccc(Br)s1)NCc1ccc(F)cc1
  -7, 1, 6, 0, -3, -7, -2, 19, 6, 20, 3
CC(C)C(NS(=O)(=O)c1cccc2nsnc12)C(=O)NCc1ccco1 (stereo not given)
  4, 1, -54, -21, -5, 13, -6, 6, -4, -5, 5
CCOc1ccc(N(CC)S(=O)(=O)c2c(C)[nH]c(=O)[nH]c2=O)cc1
  -6, 1, -1, -3, 0, 6, -13, -7, 3, -17, 5
CCOc1ccc(NC(=O)C2CCC(CNc3c(N4CCCCC4)c(=O)c3=O)CC2)cc1 (stereo not given)
  3, 6, 7, -9, 0, -4, -2, -14, 7, -35, 6

Some of the entries so far, with tabs:
Molecule	TLR9-MyD88 block	ABHD5-PLIN5 inh	NCOA2 inhibitor	TROY signal inh	NOD2-RIPK2 inh	NR2F2 inh	Exocytosis inh	TWEAK Fn14 block	LRH-1 inv ag	NCOA1 inh	NCOA3 inh
COc1ccccc1NS(=O)(=O)c1cc(NC(=O)c2sccc2C)ccc1N1CCOCC1	14	4	-17	2	2	-32	-1	-2	-18	-5	-19
Cc1c(NC(=O)c2cc(-c3cccs3)on2)c(=O)n(-c2ccccc2)n1C	-3	-6	/	10	2	/	-2	6	7	5	-16

Going on with the list:
Values run as follows: TLR9-MyD88 block, ABHD5-PLIN5 inh, NCOA2 inhibitor, TROY signal inh, NOD2-RIPK2 inh, NR2F2 inh, Exocytosis inh, TWEAK Fn14 block, LRH-1 inv ag, NCOA1 inh, NCOA3 inh
CCC(C)c1ccc(NC(=S)NCc2ccccn2)cc1 (stereo not given)
  3, -3, -15, 32, -11, -13, 1, 28, -7, 3, -2
Cc1cccc(C)c1NC(=O)CN(C)C(=O)c1ccc(-c2cccc(C(F)(F)F)c2)o1
  -4, -10, 15, 1, -3, -1, -2, -16, -3, -12, -4
COC(=O)c1cc(Cl)c(NC(=O)c2cc3ccccc3o2)cc1OC
  -3, -7, -30, /, -6, -11, 0, 54*, -17, -11, -21
CNC(=O)CN1C(=O)CSc2ncccc21
  -1, 4, 3, -8, -9, 5, 2, -8, 11, -5, 7
NNC(=O)c1[nH]c2ccc(Br)cc2c1-c1ccccc1
  4, 1, 35, 25, 1, -7, 20, -24, -3, 2, 21

Single entries from the entries so far:
`NNC(=O)c1[nH]c2ccc(Br)cc2c1-c1ccccc1` in TLR9-MyD88 block shows 4
`CCC(C)c1ccc(NC(=S)NCc2ccccn2)cc1` (stereo not given) in ABHD5-PLIN5 inh shows -3
